# ST2 IL33 inh: IL1RL1 inhibition; Q01638; AlphaLISA ST2-Fc/biotin-IL-33 interaction, 1 h; inhibition, % for hits at 17 µM; 78,000 tested, 2.3% active; in the data active means inhibition above about 30%; inconclusive means mostly about 10% to 28%
# Target sequence (Q01638 whole entry, looked up): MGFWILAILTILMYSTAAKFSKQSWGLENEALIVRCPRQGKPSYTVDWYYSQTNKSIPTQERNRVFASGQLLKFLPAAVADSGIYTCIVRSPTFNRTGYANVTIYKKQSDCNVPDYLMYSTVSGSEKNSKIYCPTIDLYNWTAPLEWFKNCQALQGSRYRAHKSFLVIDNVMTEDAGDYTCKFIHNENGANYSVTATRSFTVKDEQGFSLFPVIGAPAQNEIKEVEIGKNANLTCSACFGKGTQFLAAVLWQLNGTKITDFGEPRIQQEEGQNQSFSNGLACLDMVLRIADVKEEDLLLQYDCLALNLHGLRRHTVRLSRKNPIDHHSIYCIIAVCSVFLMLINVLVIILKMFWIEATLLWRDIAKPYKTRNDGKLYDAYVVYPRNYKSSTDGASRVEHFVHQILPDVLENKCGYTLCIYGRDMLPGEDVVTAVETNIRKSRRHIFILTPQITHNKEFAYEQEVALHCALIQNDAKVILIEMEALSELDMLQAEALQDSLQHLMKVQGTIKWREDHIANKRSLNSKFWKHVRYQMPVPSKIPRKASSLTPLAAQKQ
# The depositor's hits bear a star; i = inactive; ? = inconclusive.
SMILES,ST2 IL33 inh
CN(Cc1ccccc1)Cc1cn(C[C@H]2C[C@@H]3CCN2C[C@@H]3C(=O)N2CCOCC2)nn1,?
O=[N+]([O-])c1ccc(CN2CCN(c3cccc(Cl)c3)CC2)cc1,?
O=C(NC1CCCCCCC1)c1cn(CC2CCCO2)cc(C(=O)N2CCSCC2)c1=O (stereo not drawn),i
C=C[C@H]1CN2CC[C@H]1C[C@@H]2CNC(=O)COCC(=O)O,i
COc1ccccc1-c1cc([C@H]2CN3CC[C@H]2C[C@@H]3CO)nc(C)n1,i
COc1ccc(-c2cc([C@H]3CN4CC[C@H]3C[C@@H]4CNC(=S)Nc3cc(C)cc(C)c3)n(C)n2)cc1OC,i
CCn1nc(C)c(NC(=O)CN2C[C@@H]3C[C@H](C2)c2cccc(=O)n2C3)c1C,i
Nc1n[nH]c(-c2nc(N)n[nH]2)n1,i
Cc1nn(-c2ccccc2)c([Se])c1C=NC1CCCCC1,?
CN1CC[C@](O)(c2ccccc2)[C@H]2CCCC[C@H]21,i
O=[N+]([O-])c1ccc(N2CCCCC2)c2ncccc12,62.0%*
C#CCOC(=O)C1=CCCN(C)C1,?
O=[N+]([O-])c1cc(F)c(N2CCCCC2)cc1Br,42.0%*
Cc1c(N)c(=O)n(-c2ccccc2)n1C (tested in a mixture with another compound),?
CC(C)N1CCN(Cc2ccco2)CC1,i
CC(Nc1ccc([N+](=O)[O-])c2cccnc12)c1ccc(Br)cc1 (stereo not drawn),40.0%*
COc1ccccc1-c1cc([C@H]2CN3CC[C@H]2C[C@@H]3CNCc2cccc(C#N)c2)n(C)n1,i
Cn1nc(-c2ccc3ccccc3c2)cc1[C@H]1CN2CC[C@H]1C[C@@H]2CNC(=O)Nc1ccccc1,?
COc1ccc(S(=O)(=O)NC[C@H]2C[C@@H]3CCN2C[C@@H]3CN(C)CCc2ccccn2)cc1,i
CSc1ccc(-c2ccc(=O)n3c2[C@@H]2C[C@@H](CN(S(=O)(=O)c4cccs4)C2)C3)cc1,?

# A second format for part of the listing above.
O=[N+]([O-])c1ccc(N2CCCCC2)c2ncccc12
  ST2 IL33 inh: 62.0%*

O=[N+]([O-])c1cc(F)c(N2CCCCC2)cc1Br
  ST2 IL33 inh: 42.0%*

COc1ccc(-c2cc([C@H]3CN4CC[C@H]3C[C@@H]4CNC(=S)Nc3cc(C)cc(C)c3)n(C)n2)cc1OC
  ST2 IL33 inh: i

C#CCOC(=O)C1=CCCN(C)C1
  ST2 IL33 inh: ?

# Continuation:
SMILES,ST2 IL33 inh
O=C(COc1ccccc1)N1CCN(Cc2ccc3c(c2)OCO3)CC1,i
CC(=O)NCCNC(=O)[C@H]1CN2CC[C@H]1C[C@@H]2Cn1cc(COc2ccccc2)nn1,i
O=[N+]([O-])c1ccc(N2CCN(Cc3ccccc3F)CC2)cc1,?
C[C@]12CCC3C(CC[C@H]4C[C@H](O)CC[C@]34C)C1CC[C@@H]2C(=O)CO (stereo partly drawn),?
COc1ccc(-c2cc([C@H]3CN4CC[C@H]3C[C@@H]4CN)nc(C)n2)cc1OC,i
CSc1ccc(-c2ccc3n(c2=O)C[C@H]2C[C@@H]3CN(C(=O)c3ccncc3)C2)cc1,i
O=C1C=CC(O)(CC(=O)OC[C@H]2O[C@@H](OC(=O)CC3(O)C=CC(=O)C=C3)[C@H](OC(=O)Cc3ccccc3)[C@@H](O)[C@@H]2O)C=C1,?
CN1CCN(Cc2cccc(Br)c2)CC1,i
O=[N+]([O-])c1ccc(NCCCO)c2ncccc12,?
CCC1(CCC(C)C)C(=O)NC(=O)N=C1O (stereo not drawn),?
O=C(Nc1ccc(=O)n2c1[C@@H]1C[C@@H](CN(C(=O)c3ccc(F)cc3)C1)C2)c1ccco1,i
COc1ccc(CN2CCN(Cc3cc(Br)ccc3O)CC2)cc1,i
Cc1c(C(c2ccc(O)cc2)c2c(O)c3ccccc3oc2=O)c(=O)n(-c2ccccc2)n1C (stereo not drawn),i
CCNC(=O)c1ccc(-c2cccc3c2CCNC3)s1,?
Cn1nc(-c2ccccc2)cc1[C@H]1CN2CC[C@H]1C[C@@H]2CNS(=O)(=O)Cc1ccccc1,?
COc1ccccc1N1CCN(C[C@H]2CN3CC[C@H]2C[C@@H]3CNC(=S)NCc2ccco2)CC1,i
COc1cc(CN2CCN(C)CC2)c([N+](=O)[O-])cc1OC,i
Clc1cccc(N2CCN(Cc3ccccc3Cl)CC2)c1,i
O=C(Nc1ccccc1)[C@H]1CN2CCC1C[C@@H]2Cn1cc(CSc2ccccc2)nn1 (stereo partly drawn),i
NNC(=O)c1ccc(O)cc1,?

# 3 entries from above, ordered by number of heavy atoms, largest number first:
SMILES,ST2 IL33 inh
CC(=O)NCCNC(=O)[C@H]1CN2CC[C@H]1C[C@@H]2Cn1cc(COc2ccccc2)nn1,i
O=C(COc1ccccc1)N1CCN(Cc2ccc3c(c2)OCO3)CC1,i
CCC1(CCC(C)C)C(=O)NC(=O)N=C1O (stereo not drawn),?

# 6 compounds picked at random from the list so far:
SMILES,ST2 IL33 inh
COc1ccccc1N1CCN(C[C@H]2CN3CC[C@H]2C[C@@H]3CNC(=S)NCc2ccco2)CC1,i
COc1ccccc1-c1cc([C@H]2CN3CC[C@H]2C[C@@H]3CNCc2cccc(C#N)c2)n(C)n1,i
O=[N+]([O-])c1ccc(N2CCN(Cc3ccccc3F)CC2)cc1,?
O=[N+]([O-])c1cc(F)c(N2CCCCC2)cc1Br,42.0%*
C#CCOC(=O)C1=CCCN(C)C1,?
C[C@]12CCC3C(CC[C@H]4C[C@H](O)CC[C@]34C)C1CC[C@@H]2C(=O)CO (stereo partly drawn),?

# (further entries)
SMILES,ST2 IL33 inh
CN(Cc1ncc[nH]1)C1CCC2(CCNCC2)CC1,i
C=CCOc1ccc(C2SCC(=O)Nc3c2c(=O)[nH]n3C(C)CC)cc1 (stereo not drawn),?
COc1ccc(CN2CCN(Cc3ccccc3)CC2)cc1OC,i
C=C[C@H]1CN2CC[C@H]1C[C@@H]2CNC(=S)NCCN1CCOCC1,i
NCCc1c[nH]c2ccccc12,i
CC(=O)Nc1ccc(NC(=O)c2cccn(Cc3cc(C)ccc3C)c2=O)cc1,?
Cn1nc(-c2ccccc2)nc2c(=O)n(C)c(=O)nc1-2,?
C#C[C@H]1CN2CC[C@H]1C[C@@H]2CNCc1cccc(OC(F)(F)F)c1,i
COCCNC(=S)NC[C@H]1C[C@@H]2CCN1C[C@@H]2CN1CCN(c2ccccc2OC)CC1,i
CC[C@H]1CN2CC[C@H]1C[C@@H]2CNC(=S)NCCOC,i
Nc1nonc1NC(=O)CSCC(=O)Nc1nonc1N,i
COC(=O)C1=COC(C)C2CN3CCC4(C(=O)Nc5ccccc54)C3CC12 (stereo not drawn),?
COc1ccc(OC)c(S(=O)(=O)NC[C@H]2C[C@@H]3CCN2C[C@@H]3c2cc(-c3ccc(F)cc3)nn2C)c1,i
O=C(Nc1nccs1)[C@H]1CN2CCC1C[C@@H]2Cn1cc(CC2CCCCC2)nn1 (stereo partly drawn),i
Cc1c(NC(NC(=O)CF)C(Cl)(Cl)Cl)c(=O)n(-c2ccccc2)n1C (stereo not drawn),i
O=C1C2CCCN2C(c2ccco2)N1c1ccccn1 (stereo not drawn),i
COc1ccc(-c2cc([C@H]3CN4CC[C@H]3C[C@@H]4CNC(=O)CCCC(=O)O)n(C)n2)cc1OC,i
Cc1ccnc(CC(C)N(C)Cc2ccc(-c3ccn[nH]3)o2)c1 (stereo not drawn),i
CN1CCC(N2C[C@@H]3C[C@H](C2)c2c(NC(=O)NC4CCCCC4)ccc(=O)n2C3)CC1,i
COc1ccccc1-c1cc([C@H]2CN3CC[C@H]2C[C@@H]3COC(=O)Nc2ccc(C(C)(C)C)cc2)n(C)n1,i
COc1ccc(-c2cn(C[C@H]3CC4CCN3C[C@@H]4C(=O)NCc3ccc4c(c3)OCO4)nn2)cc1 (stereo partly drawn),?
Oc1ccc(CN2CCN(c3cccc(Cl)c3)CC2)cc1,?
CC(=O)c1ccc(OCC(=O)N2CCN(C)C3(CCN(C)CC3)C2)cc1,i
O=P(O)(O)C(Cl)(Cl)P(=O)(O)O,i
CN(Cc1ccccc1)Cc1cn(C[C@H]2C[C@@H]3CCN2C[C@@H]3C(=O)N(C)C)nn1,i
CCn1nc(C)c(CNC(C)Cc2cccc(OC)c2)c1C (stereo not drawn),i
CN(CCc1ccccn1)C[C@H]1CN2CC[C@H]1C[C@@H]2CNS(=O)(=O)c1cccs1,i
COc1ccc(C(=O)N2CCOCC2)cc1S(=O)(=O)N1CCC(C)CC1,i
O=C(NCc1ccc(F)cc1)[C@H]1CN2CCC1C[C@@H]2Cn1cc(-c2ccccn2)nn1 (stereo partly drawn),?
O=C(O)c1[nH]c2ccc(Cl)cc2c1CC(=O)N1CCN(C2CCCCC2)CC1,i
COc1ccc(-c2ccc(=O)n3c2[C@@H]2C[C@@H](CN(C(=O)COCC(=O)O)C2)C3)cc1,i
COc1ccccc1-c1cc([C@H]2CN3CC[C@H]2C[C@@H]3CNC(=S)NCC(C)C)n(C)n1,i
O=c1c2ccccc2nc(/C=C/c2cc(Br)ccc2O)n1-c1cccc(O)c1,i
CO[C@H]1[C@H](O)[C@H](O[C@H]2[C@H](Oc3cccc4c(O)c5c(=O)oc6ccc(C)c7c(=O)oc(c34)c5c67)O[C@H](C)[C@H](O)[C@@H]2O)O[C@@H](C)[C@H]1O,i
CC[C@H]1CN2CC[C@H]1C[C@@H]2CNC(=S)NC1CC1,i
CN(Cc1ccccc1)Cc1cn(C[C@H]2CC3CCN2C[C@@H]3C(=O)NCc2ccc3c(c2)OCO3)nn1 (stereo partly drawn),i
CC[C@H]1CN2CC[C@H]1C[C@@H]2CNC(=O)NC(C)C,i
S=C(NCCN1CCOCC1)NC[C@H]1C[C@@H]2CCN1C[C@@H]2CN1CCC(Cc2ccccc2)CC1,i
O=c1c2ccccc2nc(-c2ccccc2)n1-c1ccccc1Cl,i
CN1CCC2(CC1)CN(C(=O)Cc1c[nH]c3ccccc13)CCCN2C,?
O=C1C2CCCN2C(c2cccc(Br)c2)N1c1ccccn1 (stereo not drawn),i
O=C(O)CCCC(=O)N1C[C@@H]2C[C@H](C1)c1ccc(NC(=O)Nc3ccccc3)c(=O)n1C2,i

# Already shown: 5 of the compounds above.
SMILES,ST2 IL33 inh
S=C(NCCN1CCOCC1)NC[C@H]1C[C@@H]2CCN1C[C@@H]2CN1CCC(Cc2ccccc2)CC1,i
O=c1c2ccccc2nc(-c2ccccc2)n1-c1ccccc1Cl,i
CN1CCC2(CC1)CN(C(=O)Cc1c[nH]c3ccccc13)CCCN2C,?
O=C1C2CCCN2C(c2cccc(Br)c2)N1c1ccccn1 (stereo not drawn),i
O=C(O)CCCC(=O)N1C[C@@H]2C[C@H](C1)c1ccc(NC(=O)Nc3ccccc3)c(=O)n1C2,i

# Bioassay records (PubChem)

# An excerpt; the hit share may differ from the screen's.
